# KDM5B inh – inhibitors of human KDM5B histone demethylase; Q9UGL1; 220,000 tested, 2.6% active; KDM5B demethylase, FDH-coupled NADH fluorescence (FDH is formaldehyde dehydrogenase); Potency, µM (titrated, usually from 57.7 µM), for the others: at the top dose activity change, negative = inhibition, most hits filed as inhibitors; AID 1347165; active means well fitted inhibition curve with a large enough effect; inconclusive means small, poorly fitted or top-dose-only effect; inactive means no such curve, though single readings can be large or run the other way; further: 0% is about no effect; nearly all actives have a fitted effect of over 70% in size
# Target sequence (Q9UGL1 whole entry, looked up): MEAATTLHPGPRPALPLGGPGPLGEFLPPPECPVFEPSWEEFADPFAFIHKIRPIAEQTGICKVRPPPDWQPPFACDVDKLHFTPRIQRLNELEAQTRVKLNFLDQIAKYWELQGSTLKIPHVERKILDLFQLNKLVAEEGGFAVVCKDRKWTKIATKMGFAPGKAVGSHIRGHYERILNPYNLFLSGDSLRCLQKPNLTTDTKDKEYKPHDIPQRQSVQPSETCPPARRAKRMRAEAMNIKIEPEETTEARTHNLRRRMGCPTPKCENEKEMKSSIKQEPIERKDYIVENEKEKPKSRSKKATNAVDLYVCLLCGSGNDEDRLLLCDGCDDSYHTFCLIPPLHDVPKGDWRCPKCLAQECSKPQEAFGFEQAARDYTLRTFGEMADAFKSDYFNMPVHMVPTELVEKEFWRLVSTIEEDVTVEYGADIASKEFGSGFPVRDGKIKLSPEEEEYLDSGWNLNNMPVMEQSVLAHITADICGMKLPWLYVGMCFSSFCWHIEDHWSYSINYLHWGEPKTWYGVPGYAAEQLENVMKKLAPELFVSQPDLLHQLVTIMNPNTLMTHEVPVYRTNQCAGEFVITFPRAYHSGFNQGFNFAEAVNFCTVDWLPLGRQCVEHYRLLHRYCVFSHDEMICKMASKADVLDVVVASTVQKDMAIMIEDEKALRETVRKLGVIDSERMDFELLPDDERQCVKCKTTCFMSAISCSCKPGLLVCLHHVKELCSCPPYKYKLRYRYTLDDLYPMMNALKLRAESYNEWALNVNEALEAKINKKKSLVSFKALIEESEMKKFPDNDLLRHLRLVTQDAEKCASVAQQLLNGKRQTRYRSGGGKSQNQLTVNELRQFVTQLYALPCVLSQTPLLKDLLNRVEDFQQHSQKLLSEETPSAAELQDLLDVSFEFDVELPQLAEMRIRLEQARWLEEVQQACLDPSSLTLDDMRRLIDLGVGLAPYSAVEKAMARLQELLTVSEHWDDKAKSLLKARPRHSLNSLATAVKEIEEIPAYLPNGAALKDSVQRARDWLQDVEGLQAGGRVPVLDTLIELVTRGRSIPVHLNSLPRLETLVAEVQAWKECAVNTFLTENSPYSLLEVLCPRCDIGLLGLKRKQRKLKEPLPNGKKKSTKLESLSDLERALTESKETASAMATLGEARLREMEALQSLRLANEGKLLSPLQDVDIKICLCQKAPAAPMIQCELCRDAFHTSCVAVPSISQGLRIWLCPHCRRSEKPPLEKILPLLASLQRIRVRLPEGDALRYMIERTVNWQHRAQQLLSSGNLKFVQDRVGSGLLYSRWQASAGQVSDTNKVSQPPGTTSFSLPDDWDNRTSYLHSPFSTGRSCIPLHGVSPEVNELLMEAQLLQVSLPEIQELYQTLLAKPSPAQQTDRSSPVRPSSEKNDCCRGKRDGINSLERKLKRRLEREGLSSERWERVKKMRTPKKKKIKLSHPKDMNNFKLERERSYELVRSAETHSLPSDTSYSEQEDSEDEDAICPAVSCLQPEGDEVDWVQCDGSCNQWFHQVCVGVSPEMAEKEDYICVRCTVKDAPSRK
#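 Measured: NADH fluorescence change, 30 min, RT. System: KDM5BΔAP 200 nM final, H3K4me3 peptide, α-KG, Fe(II), ascorbate, NAD⁺ plus FDH, pH 7.5 HEPES. Compounds: titrated, 10 min pre-incubation with enzyme.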
# The depositor's hits bear a star; ? = inconclusive; [ ] = remark or other dose. Potency means the concentration at half of the fitted maximal effect.
KDM5B inh	smiles
-22%	O=C(NCCc1ccc2c(c1)OCCO2)c1ccccc1NS(=O)(=O)c1cccs1
?	CCCN1CCN(CCCNC(=O)c2cc3c(=O)[nH]c4ccccc4c3s2)CC1
-12%	Nc1nc(COC(=O)c2ccc(OC(F)F)cc2)nc2ccccc12
-8%	Cc1ccc(CN2CCC3(CC2)CCN(Cc2cccnc2)CC3CO)s1 (configuration not stated)
?	CCN1c2cc(C(=O)Nc3cc(OC)cc(OC)c3)ccc2C(=O)N2CCCCC21 (configuration not stated)
?	CCOC(=O)c1sc2nc(C(C)N3CCC(C)CC3)[nH]c(=O)c2c1C (configuration not stated)
3%	CC[C@@H]1[C@@H](NC(=O)CC2Cc3ccccc3C2)[C@@H]2CCO[C@H]12
?	COc1cc(/C=C(\C#N)c2nc3ccccc3[nH]2)ccc1OCc1cccc(C(F)(F)F)c1
-13%	COc1ccc(Nc2c3c(nc4ccc(NC(=O)c5ccc(F)cc5)cc24)CCCC3)cc1OC
-12%	Cc1ncn[nH]1
-8%	c1cc(CNCC2CCCO2)ccn1 (configuration not stated)
-7%	CCCCOc1cccc(C(=O)N(Cc2cccs2)c2ccc(OC)cc2)c1

# Some of the entries so far, tab-delimited:
SMILES	KDM5B inh
Cc1ccc(CN2CCC3(CC2)CCN(Cc2cccnc2)CC3CO)s1 (configuration not stated)	-8%
COc1cc(/C=C(\C#N)c2nc3ccccc3[nH]2)ccc1OCc1cccc(C(F)(F)F)c1	?

# (next part)
KDM5B inh	smiles
?	N#Cc1nc(-c2ccc(F)cc2)oc1NCc1ccccc1
12%	C=C(CS(=O)(=O)c1ccc2ccccc2c1)c1ccccc1
24%[149 µM]	C=CCNC(=O)c1cnn2c1CN(C(=O)OCc1ccccc1)CC2
28µM*	CC(=O)Nc1cccc(-c2cc3c(ccn3Cc3ccncc3)c(N3CCOCC3)n2)c1
-2%	COc1ccc(CNC(=O)CCS(=O)(=O)c2cc3c4c(c2)CCN4C(=O)CC3)cc1
14%	Cc1cccc(-c2ocnc2C(=O)N2CCN(C(=O)c3cccs3)CC2)c1
-19%	CN1C(=O)c2cccn2CC1CNC(=O)CC1CCCC1 (configuration not stated)
35µM*	CC(C)N1C(=O)CO[C@H]2CCN(Cc3ccccn3)CC[C@@H]21
10%	N#Cc1cccc(C(=O)N2CCCCCCNC(=O)CC2c2ccccc2)c1 (configuration not stated)
11%	N#Cc1c(C(F)(F)F)cc(-c2ccccc2)nc1SCc1ccccc1
?	CNC(=O)Nc1ccc(C)n(CC(=O)NCc2cccc(Cl)c2)c1=O
-5%	Cc1noc(-c2nc(-c3cccc(F)c3)no2)n1
-3%	c1ccc(Cn2ccnc2C2CCN(c3ncnc4ccsc34)CC2)nc1
-13%	CC(=O)c1cccc(NC(=O)c2nc(-c3ccccc3)oc2C)c1
8%	Cc1ccc(-n2ccnc2-c2cc3n(n2)CCNC3)cc1N1CCCC1=O
-7%	Cc1noc(-c2cccc(OC3CN(C(=O)NCc4ccc(F)cc4)C3)c2)n1
-13%	COc1ccc(-c2nnc(CSc3nc(C)c(C)n3C3CCCC3)o2)cc1
-8%	O=C(CCC1CCCC1)NC1CCN(c2cnn(Cc3ccccc3)c(=O)c2)CC1
16%	O=S(=O)(c1ccc2oc(Nc3ccc(F)cc3)nc2c1)N1CCCCC1
3%	COc1ccc(NC(=O)N2CCCC(Cc3noc(-c4ccccc4)n3)C2)cc1 (configuration not stated)
18%	CCCCN1C(=O)C(CC(=O)NC(C)C)Sc2ncccc21 (configuration not stated)
-4%[115 µM]	CC(C)(C)CN[C@@H](Cn1cc(F)c(=O)[nH]c1=O)C(=O)O
16%	Cc1ccc(OCCCOc2ccc(Cl)cc2/C=N/NC(=O)c2ccccc2)c(C)c1
?	Cc1nc(-c2cccnc2)sc1CCNS(=O)(=O)c1ccc(F)cc1
?	CC1CCN(c2nc(-c3ccc(C(C)(C)C)cc3)nc3ccccc23)CC1
-12%	CC(C)OCCCNC(=O)Cn1cnc2c1c(=O)n(C)c(=O)n2C
-24%	CC(C)(C)C1CCc2c(sc(NC(=O)c3ccccc3Cl)c2C(=O)N2CCOCC2)C1 (configuration not stated)
-24%	COC(=O)[C@H]1CCCN1C(=O)[C@@H]1C[C@H](NC(=O)Nc2ccc(F)cc2F)CN1C(=O)CSC
11%	Cc1[nH]c2ccccc2c1C(=O)CSc1ccccc1
-169%	NC(=O)c1cccc(CC(=O)c2ccccc2)c1
?	COc1cccc(NC(=O)c2ccnc(-c3nnc4ccc(N(C)C)nn34)c2)c1
8%	CCN(CC)S(=O)(=O)c1cccc(NC(=O)CCNC(=O)c2ccccc2Cl)c1
-22%	Cc1cc(C)cc(C(=O)c2c(-c3ccccc3)cc3ccccn23)c1
-7%	COc1cc(C2C(C#N)=C(N)OC3=C2C(=O)CCC3)ccc1OC(=O)N1CCOCC1 (configuration not stated)
1%	O=C(N/N=C/C(Br)=C\c1ccccc1)c1ccco1
4%	CC(C)(C)c1nc(C#N)c(NCC(c2ccccc2Cl)N2CCOCC2)o1 (configuration not stated)

# A stretch taken from the entries so far, as a working copy:
KDM5B inh	smiles
-22%	O=C(NCCc1ccc2c(c1)OCCO2)c1ccccc1NS(=O)(=O)c1cccs1
?	CCCN1CCN(CCCNC(=O)c2cc3c(=O)[nH]c4ccccc4c3s2)CC1
-12%	Nc1nc(COC(=O)c2ccc(OC(F)F)cc2)nc2ccccc12
-8%	Cc1ccc(CN2CCC3(CC2)CCN(Cc2cccnc2)CC3CO)s1 (configuration not stated)
?	CCN1c2cc(C(=O)Nc3cc(OC)cc(OC)c3)ccc2C(=O)N2CCCCC21 (configuration not stated)

# Further structures:
KDM5B inh	smiles
-29%	CC(C)C(=O)Nc1ccc2nc(SCCOc3ccccc3)sc2c1
-4%	O=S(=O)(Nc1nc2ccccc2nc1N1CCN(c2ccccc2)CC1)c1ccccc1
25µM*	CCCN1CCN(C(=O)Cn2c(C)ccc(NC(=O)Nc3ccccc3)c2=O)CC1
?	Cc1ccc(CNC(=O)CCCN2C(=O)c3cccnc3Oc3ccc(Cl)cc32)cc1
-26%	c1ccc(N2CCCC(c3nccn3Cc3ccncc3)C2)nc1 (configuration not stated)
2%	COc1cc(NS(=O)(=O)c2c(C(=O)N3CCCCC3)c(C)n(C)c2C)cc(OC)c1OC
31%[activator]	COc1ccc(C2C(C(C)=O)=C(C)Nc3ncnn32)c(OC)c1OC (configuration not stated)
?	Cc1ccc(-n2c(=O)c3oc4ccccc4c3n(CC(=O)Nc3ccc(F)c(Cl)c3)c2=O)cc1C
178%[activator]	COc1ccc(S(=O)(=O)N2C[C@@H]3C[C@H](C2)c2c(NC(=O)c4cncnc4)ccc(=O)n2C3)cc1
32µM*	CC(C)NC(=O)N1Cc2[nH]cnc2C[C@H]1c1nc(-c2ccc(Cl)cc2)no1
7%	CCC(=O)Nc1sc(C)c(C)c1C#N
?	COC(=O)c1cc2sc(C)cc2n1Cc1ccccc1
-11%	Cc1cccc(C)c1N=C1NN=C(c2ccc3c(c2)CCN3S(C)(=O)=O)CS1
2%	O=C([C@@H]1C[C@H](Oc2ccccc2)CN1C(=O)COc1ccc(F)cc1)N1CCCC1
?	COc1ccc2c(c1)-c1nc(NC(=O)c3cc(Cl)ccc3OC)sc1CC2
19%	CC1CCCC(NC(=O)CCCc2cccs2)C1C (configuration not stated)
-7%	CCC(C)NC(=O)CSc1nnc(C(=O)Nc2ccc(C)cc2)s1 (configuration not stated)
8%	O=C(Nc1ccccc1)c1cc(-c2ccncc2)nc2ccccc12
16%	O=C(Cc1c[nH]c2ccccc12)N1CC2CC(C1)[C@H]1CCCC(=O)N1C2 (some centres not stated)
14%	COc1ccc(C(CC(=O)O)N2Cc3ccccc3C2=O)cc1OC (configuration not stated)
-25%	Cc1cccc(-c2nc(Cn3c(SCc4cc(C)ccc4C)nc4ccncc43)c(C)o2)c1
17%	Cc1cc(C)cc(NC(=O)Cn2cc(C(=O)C3CCCCC3)c3ccccc32)c1
-24%	CCOC(=O)N1CCC(NC(=O)c2ccc3c(c2)N(Cc2ccccc2)C(=O)c2ccccc2S3=O)CC1 (configuration not stated)
29%	Cc1ccc(NC(=O)Cc2nnc(N)s2)cc1
7%	C=C(C)CNC(=S)N/N=C1\CC2CC=CC12 (configuration not stated)
?	O=C(Cn1c(=O)c(CNc2ccccc2)cc2cc3c(cc21)OCCO3)Nc1ccccc1Cl
1%	O=C(NCc1ccco1)C1CCN(c2nccn3nc(-c4ccc(F)cc4)cc23)CC1
-18%	COc1ccc2c(c1)O/C(=C\c1cccc(OS(C)(=O)=O)c1)C2=O
-22%	CCOC(=O)c1ccc(CN(Cc2ccc(C)cc2)S(=O)(=O)c2ccc(F)c(C(=O)Nc3ccc(C)c(F)c3)c2)cc1
35µM*	c1ccc(CN2CCC[C@H]2c2nc(-c3ccnc(N4CCOCC4)c3)no2)cc1
-7%	Cn1c(=O)c2c(nc(NCc3ccc4c(c3)OCO4)n2Cc2ccc(F)cc2)n(C)c1=O
?	CCCCOc1ccc(C(=O)N/C(=C\c2ccc(Br)cc2)C(=O)NC2CCCCC2)cc1
-28%	N#Cc1ccc(C(=O)N2CCC3(CC2)CN(Cc2ccccc2)CC3CO)cc1 (configuration not stated)
-16%	COc1ccccc1NS(=O)(=O)c1ccc(C(=O)OCC(=O)NCc2ccco2)cc1
-4%	CCOc1cccc(C2c3[nH]c4ccccc4c3CCN2C(=O)Cc2cccc(OCC)c2OCC)c1 (configuration not stated)
-22%	CN(C)CCNc1oc(-c2ccc(F)cc2)nc1S(=O)(=O)c1ccc2c(c1)OCCO2

# 7 compounds out of the list above, ordered by the number in KDM5B inh, low to high:
KDM5B inh	smiles
-28%	N#Cc1ccc(C(=O)N2CCC3(CC2)CN(Cc2ccccc2)CC3CO)cc1 (configuration not stated)
-22%	CN(C)CCNc1oc(-c2ccc(F)cc2)nc1S(=O)(=O)c1ccc2c(c1)OCCO2
-18%	COc1ccc2c(c1)O/C(=C\c1cccc(OS(C)(=O)=O)c1)C2=O
-7%	Cn1c(=O)c2c(nc(NCc3ccc4c(c3)OCO4)n2Cc2ccc(F)cc2)n(C)c1=O
-4%	CCOc1cccc(C2c3[nH]c4ccccc4c3CCN2C(=O)Cc2cccc(OCC)c2OCC)c1 (configuration not stated)
1%	O=C(NCc1ccco1)C1CCN(c2nccn3nc(-c4ccc(F)cc4)cc23)CC1
7%	C=C(C)CNC(=S)N/N=C1\CC2CC=CC12 (configuration not stated)

# Next part
KDM5B inh	smiles
?	COc1ccc(-c2nc3ccc(NS(=O)(=O)c4ccccc4)cc3o2)cc1
10%	COc1cc(Nc2nc3ccccc3nc2NS(=O)(=O)c2cc(C)ccc2C)cc(OC)c1
?	Cc1ccc2nc3c(cc(C#N)c(=O)n3-c3nnc(SCc4ccc(F)cc4)s3)c(=O)n2c1
9%	O=C(NC1CCC(c2ccccc2)CC1)c1n[nH]c(=O)c2ccccc12 (configuration not stated)
?	CCC(=O)Nc1ccc(Cl)c(-c2nc3ccccc3[nH]2)c1
?	CCN1CCN(Cc2cn(-c3ccccc3F)nc2-c2cc(C)sc2C)CC1
?	COc1ccccc1CN1CC[C@@H]2OCC(=O)N(Cc3c[nH]c4ccccc34)[C@H]2CC1
20%	COc1ccc(COC(=O)N/N=C(\C)CC(=O)Nc2ccc(Cl)cn2)cc1
5%	CCCCCNC(=O)CCCCCn1c(=O)[nH]c2ccsc2c1=O
-25%	Cn1nccc1C(=O)N1C[C@@H](Oc2cccnc2)C[C@H]1C(=O)N1CCCC1
7%[149 µM]	COc1cccc(CN2CCCC23Cc2ccccc2CNC3=O)c1 (configuration not stated)
-7%	O=C(OCc1ncc(-c2ccccc2)o1)c1c(F)cccc1Cl
?	COc1ccccc1C1c2c(-c3ccc(Cl)cc3)n[nH]c2C(=O)N1c1ccc(C)cc1 (configuration not stated)
-24%[86.2 µM]	O=C1CO[C@H]2CN(C3CCC3)C[C@H]2N1Cc1ccc(OC(F)(F)F)cc1
-7%	CCc1[nH]nc2c1C1(C(=O)Nc3ccc(Cl)cc31)C(C#N)=C(N)O2 (configuration not stated)
6%	COC1C(=O)N(CC2CC2)C12CCN(C(=O)NC1CCCCC1)CC2 (configuration not stated)
-10%	CC(NC(=O)C1CCCC1)c1cccc(C(F)(F)F)c1 (configuration not stated)
1%	CC(C)Cn1c(=O)c2sccc2n2c(CCCC(=O)NCc3ccccc3Cl)nnc12
-5%	COc1ccc(-c2nc(S(=O)(=O)c3ccc4c(c3)OCCO4)c(N3CCOCC3)o2)cc1
-2%	CCN(CC)c1nc2ccccc2nc1C(=O)Nc1cccc(C)c1C
13%	CN1C(=O)N(Cc2cccnc2)C(=O)C12CCN(Cc1cc3ccccc3o1)CC2
13%	O=C(c1cn(C2CCCCC2)nn1)N1CCCC(C(=O)N2CCOCC2)C1 (configuration not stated)
-8%	COC(=O)c1ccccc1NC(=O)Nc1cccc(OCc2cc(=O)n3cccc(C)c3n2)c1
15%	Cc1ccc(-c2noc(CN3CCCc4c(C(=O)NC(C)C)cccc43)n2)cc1
-13%	O=C(Cc1ccc2c(c1)CCCC2)N1CCC(NS(=O)(=O)c2ccccc2)CC1
19%	COc1ccc(CNC(=O)CSCc2nc(-c3ccccc3F)oc2C)cc1
9%	CCOC(=O)CCN(Cc1cc(C)ccc1C)CC1CC1
-11%	CCc1ccc(CN2C[C@@H]3C(=O)N(CCCN4CCCC4=O)C(=O)[C@@H]3C2)cc1
6%	CC(C)c1ccc(CC(=O)N2CCCc3ncc(C(=O)NCCc4ccccc4)cc32)cc1
-28%	NC(=O)CSc1ncc2c(n1)-c1ccccc1N(Cc1cccc(F)c1)S2(=O)=O
15%	CCN(CC(=O)Nc1ccc(NC(C)=O)cc1)C(=O)c1nn(C)c(=O)c2ccccc12
?	COc1cccc(C2C(C(=O)OC(C)C)=C(C)N=C3SC=C(CC(=O)N4CCCC4)N32)c1OC (configuration not stated)
-5%	CCOC(=O)c1c(C)c(C(=O)NCc2ccc(OC)cc2)c(C)n1CC
6%	COc1ccc(C2(C(=O)NCCC3CCN(C(=O)Nc4ccc(C)cc4)CC3)CC2)cc1

# Screening data (PubChem)

# Some of the compounds tested (hit frequency here may not be typical).
